CHRM4 antagonist: antagonists of human muscarinic M4 receptor (CHRM4). P08173. CHO-hM4 cells, ACh EC80, Fluo-8 calcium fluorescence. inhibition, % at 3 µM. hit rate 0.73% among 360,000. AID 624125;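 active = inhibition above its plate's cutoff, the mean inhibition of sample wells plus 3 SD, cut at about 27% in these data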;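 also: 0% = acetylcholine EC80 with DMSO and 100% = DMSO without agonist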
Target sequence (P08173 whole entry, looked up): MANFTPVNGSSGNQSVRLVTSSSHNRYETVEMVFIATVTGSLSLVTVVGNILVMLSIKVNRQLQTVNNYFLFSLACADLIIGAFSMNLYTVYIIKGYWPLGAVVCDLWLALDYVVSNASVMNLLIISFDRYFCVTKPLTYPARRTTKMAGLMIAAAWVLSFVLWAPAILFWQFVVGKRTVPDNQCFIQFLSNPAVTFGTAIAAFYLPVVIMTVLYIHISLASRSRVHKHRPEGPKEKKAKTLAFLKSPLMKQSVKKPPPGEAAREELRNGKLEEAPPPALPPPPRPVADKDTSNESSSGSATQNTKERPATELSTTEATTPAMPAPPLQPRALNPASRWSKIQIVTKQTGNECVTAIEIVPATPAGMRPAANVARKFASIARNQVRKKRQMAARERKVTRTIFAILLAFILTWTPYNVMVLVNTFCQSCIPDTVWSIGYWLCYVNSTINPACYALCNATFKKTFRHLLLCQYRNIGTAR
CHRM5 PAM: CHRM5 positive allosteric modulation; CHO-K1 hM5, Fluo-8 calcium, ACh EC20 PAM; 0% = ACh EC20, 100% = ACh EC100; activation, % at 3 µM; P08912; hit rate 0.3% among 360,000;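 active = activation above the run cutoff, the mean activation of all test compounds plus 3 SD, cut at about 18% in these data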
Target sequence (P08912 whole entry, looked up): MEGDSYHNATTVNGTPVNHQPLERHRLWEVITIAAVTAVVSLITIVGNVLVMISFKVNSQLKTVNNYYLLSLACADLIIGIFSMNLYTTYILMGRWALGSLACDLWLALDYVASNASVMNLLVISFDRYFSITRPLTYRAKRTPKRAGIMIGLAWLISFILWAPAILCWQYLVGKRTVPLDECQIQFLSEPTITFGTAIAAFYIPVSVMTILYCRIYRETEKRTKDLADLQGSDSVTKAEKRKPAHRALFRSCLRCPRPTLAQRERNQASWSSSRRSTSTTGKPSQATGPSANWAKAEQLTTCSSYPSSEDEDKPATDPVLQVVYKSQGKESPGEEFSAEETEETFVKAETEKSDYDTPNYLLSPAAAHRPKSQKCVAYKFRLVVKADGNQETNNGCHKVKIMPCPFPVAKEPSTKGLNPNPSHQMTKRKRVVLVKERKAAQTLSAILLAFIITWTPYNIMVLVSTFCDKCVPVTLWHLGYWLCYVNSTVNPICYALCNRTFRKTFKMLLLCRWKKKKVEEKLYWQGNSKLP
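System – CHO-K1 hM5 cells · Compound – 3 µM, single dose · Incubation – compound preincubation 140 s before EC20 acetylcholine addition · Technique – Fluo-8 calcium fluorescence · Measure – Max/basal fluorescence ratio as % of EC20–EC100 ACh window · Benchmarks – low control EC20 acetylcholine (0%), high control EC100 acetylcholine (100%) · Replication – singlicate, one well per test compound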
M5 ag: CHRM5 agonism in calcium assay; activation, % at 3 µM; P08912; hit rate 0.19% among 360,000; CHO-K1 hM5 cells, Fluo-8 calcium fluorescence; 0% DMSO wells, 100% maximal acetylcholine response;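 active = activation above the run's mean over test compounds plus 3 SD, cut at about 23% in these data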;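 also: signal is peak over basal fluorescence ratio across the kinetic read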
M1 antag: blocks human M1 muscarinic receptor; P11229; CHO-K1 hM1, Fluo-8 calcium fluorescence, ACh EC80 antagonist; AID 588852; inhibition, % at 3 µM; hit rate 1.3% among 360,000;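 active = percent inhibition above its own plate's cutoff, namely the mean of that plate's compound wells plus 3 SD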;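 also: peak over basal fluorescence ratio during 140 s after agonist addition; 0% = ACh EC80 plus DMSO and 100% = DMSO alone without agonist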
CRFBP-R2 agonist: CRF-BP/CRF-R2 complex agonism; HEK293 CRF-R2/CRF-BP, calcium dye fluorescence (FLIPR); percent of saturating CRF peptide response; activation, % at 13.2 µM; hit rate 0.46% among 350,000; AID 588473;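 active = activation of at least 50%, plus an integration ratio under a set limit after plate pattern correction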;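 also: plate controls were neutral control wells without compound for no effect and CRF at EC100 for full effect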
M4 ag: CHRM4 agonism in calcium assay | P08173 | CHO-K1 hM4/Gqi5, Fluo-8 calcium fluorescence; vehicle 0%, full acetylcholine response 100% | activation, % at 3 µM | hit rate 0.14% among 360,000;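 active = activation above the run mean over all test wells plus 3 SD, cut at about 32% in these data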;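 also: peak over basal fluorescence ratio per well then scaled between controls; 0% = DMSO wells and 100% = acetylcholine at EC100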
CHRM5 antagonist: antagonists of human muscarinic M5 receptor (CHRM5) | hit rate 0.59% among 360,000 | AID 624040 | inhibition, % at 3 µM | CHO-hM5 cells, Fluo-8 calcium fluorescence, ACh EC80 | P08912;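 active = inhibition above a per-plate cutoff, the mean of that plate's test compounds plus 3 SD, cut at about 27% in these data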;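 also: 0% = acetylcholine EC80 with DMSO and 100% = DMSO without agonist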
CHRM4 PAM: CHRM4 positive allosteric modulation | activation, % at 3 µM | CHO-K1 hM4/Gqi5, Fluo-8 calcium fluorescence, ACh EC20; 0% = ACh EC20, 100% = maximal ACh | P08173 | hit rate 0.4% among 360,000;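 active = activation above its plate's cutoff, the mean activation of sample wells plus 3 SD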; also: some results filed as inactive read as strong as hits
M1 PAM: positive allosteric modulators of human M1 muscarinic receptor; P11229; activation, % at 3 µM; AID 588819; hit rate 0.088% among 360,000; CHO-K1 hM1, Fluo-8 calcium fluorescence, ACh EC20; 0% = ACh EC20, 100% = maximal ACh; in the data active = activation above about 19%, passing the limit was not always enough
Numbers without * were called inactive; / = no result given. This is a random part of the collection. About 2.8% of those tested had a hit in this group.

molecule	CHRM5 PAM	CHRM5 antagonist	CRFBP-R2 agonist	M5 ag	CHRM4 antagonist	M1 antag	M1 PAM	CHRM4 PAM	M4 ag
CCC(C)NCCOCCOc1ccc(C)cc1OC (centres undefined)	1	-2	2.4	-3	-8	-10	9	-1	2
Cc1cc(NC(=O)CN2C(=O)S/C(=C\c3ccccc3)C2=O)no1	0	-7	1.1	0	7	-1	4	-9	1
NC(=O)c1ccccc1OCC(=O)Nc1ccc2c(c1)OCCO2	-4	-3	-0.4	1	-20	-15	7	0	4
O=C(Cn1cnc2ccccc21)c1ccccc1	-1	-4	-1.1	4	-5	-12	8	2	1
Oc1c(Br)cc(/C=N/NC(=S)NCC2CCCO2)cc1Br (centres undefined)	-10	17	-1.0	6	-2	-3	3	-5	7
Cc1ccc(-c2nnc(SCC(=O)N(C)C)nc2-c2ccc(C)cc2)cc1	5	11	-0.4	-2	-4	-13	15	0	1
N#Cc1ccc(Oc2ccc(-c3cnc4ccccc4n3)cc2)cc1C#N	-2	-3	-1.9	0	6	-5	8	-7	0
C=CCn1c(=NC(=O)c2cccs2)sc2cc(NC(C)=O)ccc21	-5	0	0.2	-1	-16	-11	6	2	0
COc1ccc(-c2cc3nc4n(c(=O)c3s2)CCCCC4)cc1	9	1	-0.3	-7	5	-23	14	5	4
O=C(Nc1nnc(SCc2ccccc2)s1)c1cccc([N+](=O)[O-])c1	-11	11	22	3	-4	0	-4	-6	5
N#Cc1ccccc1CN1C(=O)S/C(=C/c2cccn2-c2cccc(C(=O)O)c2)C1=O	4	-2	-0.2	2	-3	-2	0	24	-2
Nc1cc(=O)[nH]c(SCC(=O)NNC(=O)c2ccccc2)n1	5	-8	-0.2	-3	-12	-8	13	16	0
Cc1cc(=O)cc(C)n1-c1ccc(F)cc1F	0	-1	2.4	0	0	-10	13	-3	2
O=c1c2c3c(sc2n(CCN2CCCC2)c(=O)n1Cc1ccccc1)CCCCC3	-3	11	0.9	-2	6	9	-6	-13	2
CC1CCN(S(=O)(=O)c2ccc(S(=O)(=O)N3CCCC3)cc2)CC1	-3	11	0.3	-3	3	2	-4	7	3
O=C(c1ccco1)n1nc(-c2cccnc2)nc1NCc1ccco1	-4	9	-1.5	1	0	4	0	-2	0
COc1cccc(NC(=O)CN2C(=O)NC3(CCCCCC3)C2=O)c1	9	5	3.1	5	-7	-5	13	0	2
O=C(NCc1ccncc1)[C@@H]1CCCN1C(=O)[C@H]1CCCN1C(=O)c1cccc2ccccc12	-5	9	/	-1	-3	/	/	5	2
Cc1ccc(C)c(OC(C)C(=O)Nc2nccs2)c1 (centres undefined)	2	-1	-2.6	-4	-6	-8	-1	1	1
CSc1ccc(NC(=O)CSc2nc3[nH]c(=O)cc(O)c3s2)cc1	-5	2	5.4	1	4	-8	11	3	1

3 of the entries above in order of their number in CHRM4 PAM, rising.
mol	CHRM5 PAM	CHRM5 antagonist	CRFBP-R2 agonist	M5 ag	CHRM4 antagonist	M1 antag	M1 PAM	CHRM4 PAM	M4 ag
Oc1c(Br)cc(/C=N/NC(=S)NCC2CCCO2)cc1Br (centres undefined)	-10	17	-1.0	6	-2	-3	3	-5	7
C=CCn1c(=NC(=O)c2cccs2)sc2cc(NC(C)=O)ccc21	-5	0	0.2	-1	-16	-11	6	2	0
CC1CCN(S(=O)(=O)c2ccc(S(=O)(=O)N3CCCC3)cc2)CC1	-3	11	0.3	-3	3	2	-4	7	3

Later entries.
molecule	CHRM5 PAM	CHRM5 antagonist	CRFBP-R2 agonist	M5 ag	CHRM4 antagonist	M1 antag	M1 PAM	CHRM4 PAM	M4 ag
CCOc1ccc(NC(=O)C(CC(=O)O)Cc2ccc(Br)cc2)cc1 (centres undefined)	6	5	4.7	1	2	-8	14	-4	0
Cc1ccc(C(=O)OCC(=O)NCCc2ccccc2)cc1S(=O)(=O)N1CCOCC1	-1	4	-0.7	2	-14	-18	4	2	4
CCOc1ccc(CCNC(=O)C2CCN(S(=O)(=O)N3CCCCC3)CC2)cc1OCC	-4	7	-3.1	1	6	-9	1	-7	0
COc1cccc(-n2c(C)nc3cc(C(=O)O)ccc32)c1	-5	8	-0.3	0	-1	-6	6	13	1
CCc1nn(CC(=O)NCCCN2CCN(C)CC2)c(=O)c2cc3occc3n12	3	0	11	-6	1	-14	12	2	0
Cc1ccsc1/C=N\NC(=O)CCc1c(C)n[nH]c1C	1	-3	4.5	3	-12	-7	7	-3	2
CCOC(=O)CCN(Cc1sccc1C)S(=O)(=O)c1ccc(F)cc1	-7	9	-2.8	-3	3	-9	2	-11	-1
COc1ccccc1Nc1nnc(SCC(=O)Nc2nc(-c3ccc(F)cc3)cs2)s1	-5	-10	0.5	2	-12	-5	6	-10	1
O=C(O)CC1S/C(=N/N=C2CCCCC2)N(c2ccccc2)C1=O (centres undefined)	0	-8	-1.7	-1	-6	-15	13	5	1
Cc1ccc(NS(=O)(=O)c2cc(C(=O)N(C)C3CCN(C)CC3)ccc2Cl)cc1Cl	4	4	-0.1	-5	1	-11	8	1	0
COc1ccccc1NC(=O)c1sc2ncn(CC(=O)Nc3ccccc3)c(=O)c2c1C	4	-1	1.2	-1	-16	-1	10	5	0
O=c1cc(-c2ccncc2)oc2c1ccc1ccccc12	-4	4	-1.1	-2	-6	-14	17	3	1
COc1ccc(NC(=O)Cc2nnc(SCC(=O)Nc3ccc(F)cc3)n2C)cc1	-4	12	1.3	-3	-12	-12	6	0	1
CN1CC(=O)N(CC(=O)Nc2ccc(Br)cc2F)C1=O	8	3	-0.6	2	0	0	3	8	2
CN(CCCNC(=O)c1cccc(N2CCCC2=O)c1)c1ccccc1	-10	12	-2.3	-6	9	30*	-14	-15	5
CN(Cc1ccccn1)Cc1nc(COc2ccccc2)no1	6	13	1.5	-2	0	-7	8	-4	2
Nc1nc(N)c2cc(S(=O)(=O)c3ccc4ccccc4c3)ccc2n1	-11	18	-4.0	2	3	22	-11	-6	12
COc1ccc(C(N)c2csc(Nc3ccc(S(C)(=O)=O)cc3)n2)cc1 (centres undefined)	3	3	/	2	5	-12	10	2	1
CC(C)OC(=O)c1c(-c2ccc(C(C)C)cc2)csc1NC(=O)C1CCCO1 (centres undefined)	0	1	3.0	0	0	-16	4	-3	0
Cc1ccccc1NC(=O)C(=O)NCc1ccccn1	-6	4	1.8	-1	11	-9	6	-3	0
O=C(Cn1cc(C(=O)c2cccs2)c2ccccc21)NCc1cccs1	-2	1	1.8	1	1	-6	5	1	5
COc1ccc2c(=O)c(-c3ccccc3C)c(C)oc2c1	-3	3	-3.3	-5	2	6	-8	2	2
Cc1ccc(CN2CC(C(=O)N(CC(C)C)c3c(N)n(Cc4ccccc4)c(=O)[nH]c3=O)CC2=O)cc1 (centres undefined)	-6	5	-4.5	2	3	1	3	2	1
C/C(=N\OCC(=O)Nc1ccc2c(c1)OCCO2)c1ccc2c(c1)OCCO2	0	-3	-0.8	1	9	-10	14	-2	2
O=C(NCc1nnc(SCC(=O)N2CCC(Cc3ccccc3)CC2)o1)c1ccco1	-2	0	0.7	-16	-3	6	1	-8	4
CCN(CC(=O)Nc1ccc(NC(C)=O)cc1)C(=O)c1ccc(=O)n(C)n1	0	-3	-0.3	3	6	4	0	5	1
O=C(Cn1cnc2cc([N+](=O)[O-])ccc2c1=O)NC(=O)NCc1ccccc1	0	7	0.1	-1	-11	-7	8	6	0
COc1cc(NS(=O)(=O)c2ccc(NC(=S)NC(=O)c3sc4ccccc4c3Cl)cc2)nc(OC)n1	-1	3	-1.0	1	2	3	5	2	1
C=CCc1cccc(/C=N/NC(=O)CNc2ccccc2)c1O	-1	3	-0.5	-2	-4	-8	2	0	2
O=C(CSc1ccc(-c2ccco2)nn1)NCCc1ccccc1	-1	0	-3.1	1	11	-6	3	-19	0
Cc1cccc(NCc2cc(Cl)cc(Cl)c2O)n1	-9	20	-0.8	-6	4	1	-7	-3	-3
CC(NC(=S)N1CCN(c2ccccc2)CC1)c1ccccc1 (centres undefined)	1	-2	0.6	-2	3	-6	4	4	3
CCCCCCSc1ccc([C@H]2N[C@@](Cc3ccccc3)(C(=O)OC)[C@H]3C(=O)N(C)C(=O)[C@@H]23)cc1	-1	6	3.2	-1	-19	-7	-2	11	3
Cc1nn(-c2ccccc2)c(C)c1/C=N/n1c(-c2ccccc2Br)n[nH]c1=S	-13	12	-6.0	-16	-1	19	-18	-19	-1
C/C=C/c1ccc(OCC(=O)Nc2cc(C(F)(F)F)ccc2N2CCOCC2)c(OC)c1	-4	15	2.4	-4	-4	-4	7	0	1
CCN1CCN(c2oc(/C=C/c3ccccc3)nc2C#N)CC1	-24	12	-1.0	-19	2	-8	8	-1	1
COc1ccc(C(C(=O)NC2CCCC2)n2c(Cc3cc(F)cc(F)c3)nc3ccccc32)cc1 (centres undefined)	-9	2	/	-3	8	/	/	-9	10
Cc1ccnc(N2C(=O)C3C4CC(C(Br)C4Br)C3C2=O)c1 (centres undefined)	-7	8	0.9	-4	5	-8	2	-4	2
O=C(CSc1ccccc1)NCC1(N2CCOCC2)CCCCC1	1	0	-0.6	-4	-1	2	0	-6	1
COc1cccc(-n2c(SC)nnc2-c2c[nH]c3ccccc23)c1	-10	10	2.0	5	4	14	-11	-7	23
Cc1ccc(CN(CC(=O)N/N=C/c2ccco2)S(=O)(=O)c2ccc(C)cc2)cc1	-3	-9	4.0	-3	-6	-13	9	3	0
CCOC(=O)CSc1nc2c(c(=O)[nH]c(=O)n2C)n1Cc1ccccc1	-6	-1	-1.7	4	13	-15	8	-2	1
COc1ccc(NC(=O)CSc2nccn2Cc2ccccc2)cc1	-1	0	-1.5	0	-7	-18	-1	3	3
COc1ccc(C2C(C(C)=O)=C(C)Nc3ncnn32)cc1[N+](=O)[O-] (centres undefined)	4	5	0.9	-4	0	2	5	3	0
COCCNC(=O)C(c1ccc(OC)cc1)N(Cc1ccco1)C(=O)CCC(=O)Nc1ccccn1 (centres undefined)	0	6	-0.1	0	2	17	-8	-3	1
Cc1scc(C(=O)NNC(=S)NC(C)c2ccccc2)c1C (centres undefined)	0	0	-2.6	0	9	-1	0	-4	1
O=S(=O)(NCC1COc2ccccc2O1)c1ccc2ccccc2c1 (centres undefined)	5	-9	-3.0	-4	2	2	3	0	2
COc1cccc(/C=C/C(=O)OCC(=O)Nc2cc(C(F)(F)F)ccc2Cl)c1	1	6	3.3	-3	7	2	-2	5	0
C=CCn1c(CCn2c3ccccc3c3ccccc32)n[nH]c1=S	2	-2	2.0	-2	-8	-9	15	15	1
NS(=O)(=O)c1cccc(NC(=O)CN2CCc3ccccc32)c1	11	5	-1.5	3	-9	4	5	6	1
Cn1c(=O)c2c(SCC(=O)NCc3ccco3)nc(CC(C)(C)C)nc2n(C)c1=O	2	-7	-6.0	-2	12	-5	-3	-10	5
CCOc1ccc(Cc2nnc(SCC(=O)Nc3ccc(OC)cc3)n(N)c2=O)cc1	-5	-1	1.2	-2	-9	-6	5	1	0
COc1cc(C)nc(OCCNC(=O)COc2ccc(Cl)cc2C)n1	-7	2	-3.2	0	-8	-10	6	14	2
O=C(O)c1cc(S(=O)(=O)N2CCCCC2)sc1Cl	4	-8	-1.2	2	5	-5	2	-6	0
COc1ccc(CNC(=O)c2c(-c3cc(Cl)c(OC)c(Cl)c3)noc2C)cc1	-17	11	0.4	-2	-27	-10	3	-3	10
